V-ATPase pHluor: regulators of yeast V-ATPase proton pumping, primary screen, pHLuorin cytosolic pH fluorescence | response, % at 10 µM | 350,000 compounds, 0.37% hits | AID 504577, 2011 | S. cerevisiae; in the data active = response mostly above about 7.3%, no sharp cut-off; inactive = mostly below about 5.4%; note: actives read high; inactives centre near 0; some compounds called inactive have numbers as strong as hits; reference of the scale not given here
C-LANA FP: inhibitors of KSHV C-LANA binding to DNA, primary screen, biochemical, fluorescence polarization, FAM-LBS DNA, MBP-C-LANA, single point; Kaposi's sarcoma herpesvirus LANA C-terminal domain (residues 932-1162) DNA binding; inhibition, % at 9 µM; 340,000 compounds, 0.078% hits; AID 504423, 2011;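 active = highest replicate inhibition at or above 60% at 9 µM, even if other replicates fall short; inactive = all replicates below 60% inhibition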;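 note: 0% = neutral control wells and 100% = 4 µM acridine orange control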
Keap1 Nrf2 FP: Keap1-Nrf2 protein-protein interaction inhibitors, primary screen, biochemical, fluorescence polarization, single point; Keap1 Kelch-Nrf2 peptide fluorescence polarization, 1536-well; 340,000 compounds, 0.15% hits; Kelch-like ECH-associated protein 1 (Homo sapiens), Q14145; inhibition, % at 9.4 µM; in the data active = inhibition above about 12%;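 note: human Keap1 Kelch domain with fluorescein labeled Nrf2 9mer peptide probe; 0% = neutral control wells and 100% = peptide positive control; higher means more block of Keap1 binding to Nrf2 peptide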
DAGLB inh: DAGLB lipase inhibitors, primary screen, biochemical, fluorescence, HTS | AID 504411, 2011 | inhibition, % at 5.17 µM | Diacylglycerol lipase-beta (Homo sapiens), Q8NCG7 | HEK293T DAGLB membrane lysate, EnzChek fluorogenic substrate | 340,000 compounds, 0.059% hits; in the data active = inhibition above about 34%;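 note: 0% = enzyme with vehicle and 100% = wells lacking enzyme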
Cardiac RTF inh: cardiac RTF calcium sensitivity inhibitors, primary screen, biochemical, IANBD-TnC fluorescence, EC70 calcium; Troponin I, cardiac muscle (Homo sapiens) + Troponin T, cardiac muscle (Homo sapiens) + …; IANBD-labeled cardiac RTF, Ca2+ fluorescence; inhibition, % at 7.15 µM; 340,000 compounds, 0.12% hits;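 active = inhibition above the mean inhibition of all tested compounds plus 3 SD, cut at about 17% in these data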;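 note: assay run at fixed EC70 calcium of 1.6 mM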
CAL PDZ FP-1: CAL PDZ peptide-binding inhibitors, primary screen, biochemical, fluorescence polarization, Cer-tagged CAL PDZ, HTS | Golgi-associated PDZ and coiled-coil motif-containing protein (Homo sapiens), Q9HD26 | purified CAL PDZ, TMR-peptide fluorescence polarization, 1 h | inhibition, % at 20 µM | 330,000 compounds, 0.02% hits | AID 504414, 2011;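 active = highest replicate inhibition of at least 40%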;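 note: plate controls were DMSO neutral control wells for no effect and unlabeled competitor peptide control wells for full effect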
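material = purified tagged CAL PDZ domain construct (CerCALP) | compound dosing = 20 µM, one dose | times = 1 h at RT | measured by = fluorescence polarization from S- and P-plane intensities, G-factor corrected | read-out = inhibition from polarization loss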
NSD2 inh: NSD2 histone methyltransferase inhibitors, primary screen, biochemical, AlphaScreen, single concentration, set 2. Histone-lysine N-methyltransferase NSD2 (Homo sapiens), O96028. NSD2 peptide methylation, 120 min. inhibition, % at 12.5 µM. 310,000 compounds, 0.54% hits; in the data active = inhibition above about 50%
Target sequence (O96028 whole entry, looked up): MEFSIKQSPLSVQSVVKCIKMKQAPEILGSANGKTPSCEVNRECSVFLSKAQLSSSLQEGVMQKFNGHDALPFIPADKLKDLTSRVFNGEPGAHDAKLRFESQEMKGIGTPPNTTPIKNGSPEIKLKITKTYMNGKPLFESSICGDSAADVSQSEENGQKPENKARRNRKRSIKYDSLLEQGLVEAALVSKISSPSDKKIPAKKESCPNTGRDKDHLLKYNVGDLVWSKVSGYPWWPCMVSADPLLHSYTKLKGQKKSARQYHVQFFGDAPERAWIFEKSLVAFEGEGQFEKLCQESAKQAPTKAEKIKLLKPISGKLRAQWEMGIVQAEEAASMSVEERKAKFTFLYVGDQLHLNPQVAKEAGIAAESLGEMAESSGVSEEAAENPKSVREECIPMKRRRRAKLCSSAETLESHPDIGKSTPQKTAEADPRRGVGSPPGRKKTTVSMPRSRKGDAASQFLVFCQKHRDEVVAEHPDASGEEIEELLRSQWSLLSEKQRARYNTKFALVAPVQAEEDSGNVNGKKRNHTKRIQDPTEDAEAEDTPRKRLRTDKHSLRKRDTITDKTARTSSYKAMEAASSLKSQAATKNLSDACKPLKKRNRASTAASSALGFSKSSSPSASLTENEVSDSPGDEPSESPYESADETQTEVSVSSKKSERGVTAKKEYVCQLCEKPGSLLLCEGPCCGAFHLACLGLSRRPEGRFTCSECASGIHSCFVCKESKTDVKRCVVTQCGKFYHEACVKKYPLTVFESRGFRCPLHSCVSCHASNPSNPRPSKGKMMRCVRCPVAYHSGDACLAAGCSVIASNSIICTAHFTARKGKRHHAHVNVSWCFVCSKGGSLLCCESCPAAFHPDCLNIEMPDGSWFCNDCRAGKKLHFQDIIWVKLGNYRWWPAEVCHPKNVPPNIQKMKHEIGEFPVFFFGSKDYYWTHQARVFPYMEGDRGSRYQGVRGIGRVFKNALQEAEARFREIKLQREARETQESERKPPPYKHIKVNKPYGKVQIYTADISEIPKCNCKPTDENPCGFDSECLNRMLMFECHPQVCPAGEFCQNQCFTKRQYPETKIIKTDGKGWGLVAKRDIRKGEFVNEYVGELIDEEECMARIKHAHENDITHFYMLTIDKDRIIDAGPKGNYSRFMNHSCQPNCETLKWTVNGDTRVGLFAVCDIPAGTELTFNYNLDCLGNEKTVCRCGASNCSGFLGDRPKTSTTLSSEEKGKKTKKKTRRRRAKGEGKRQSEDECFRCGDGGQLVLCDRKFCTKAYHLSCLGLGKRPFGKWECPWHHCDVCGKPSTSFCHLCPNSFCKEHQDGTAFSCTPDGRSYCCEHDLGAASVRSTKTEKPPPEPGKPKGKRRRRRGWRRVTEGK
CAL PDZ FP-2: untagged CAL PDZ binding inhibitors, primary screen, biochemical, fluorescence polarization, HTS; Golgi-associated PDZ and coiled-coil motif-containing protein (Homo sapiens), Q9HD26; purified CAL PDZ, TMR-peptide fluorescence polarization, 1 h; inhibition, % at 24.9 µM; 300,000 compounds, 0.92% hits; AID 602252, 2012;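 active = mean inhibition of at least 30% with at least half of replicates also reaching 30%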;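 note: 0% = DMSO neutral control and 100% = excess unlabeled competitor peptide PRC23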
Pemphigus Ab inh: inhibitors of pemphigus antibody binding to DSG3, primary screen, biochemical, bead-based, flow cytometry, scFv-GFP; binding (percent of control), % at 10 µM; Desmoglein-3 (Homo sapiens), P32926; AID 588358, 2011; 310,000 compounds, 0.48% hits; DSG3-coupled beads, scFv-anti-DSG3-GFP binding; hits give low values;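 active = binding more than 3 SD below its plate's average and above zero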;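 note: hits lower antibody fragment binding to DSG3; some compounds called inactive have numbers as strong as hits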
Arr AP2 block: inhibitors of beta-arrestin/AP2 binding, primary screen, biochemical, GPCR trafficking, flow cytometry; beta-arrestin 1 C-terminal peptide binding to AP2 beta2-adaptin appendage (human); FITC-arrestin peptide / GST-AP2 beads; AP2 beta2 appendage carries R879A mutation; inhibition, % at 10 µM; 340,000 compounds, 0.31% hits; AID 504490, 2011;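 active = inhibition above a set limit, near 3 SD of compounds lacking own fluorescence, cut at about 54% in these data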;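 note: plate controls were DMSO wells for no effect and 5 µM unlabelled arrestin peptide for full effect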
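Material – AP2 appendage R879A on GSH beads · Buffer or medium – PBS with 0.05% Tween 20 and 0.1% BSA · Probe or stimulus – fluorescein-tagged arrestin peptide at 50 nM final · Incubation – compound with beads 12 min RT, then probe 1 h RT · Detection – high-throughput flow cytometry of beads, ex 488, em 535 nm · Evaluation – percent response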
* = called active by the depositor; · = not tested or not shown. An excerpt; the hit share may differ from the screen's.

SMILES	V-ATPase pHluor	C-LANA FP	Keap1 Nrf2 FP	DAGLB inh	Cardiac RTF inh	CAL PDZ FP-1	NSD2 inh	CAL PDZ FP-2	Pemphigus Ab inh	Arr AP2 block
NC(=O)CCCn1c(C(=O)c2ccc(Cl)cc2)c2ccc(C(F)(F)F)cc2[n+]1[O-]	-3	3.2	1	2	-21	-0.7	·	0	101	7
COc1ccc(N=Cc2ccccc2O)cc1	0	-0.3	-1	0	-3	0.4	1	·	94	-13
O=C(Nc1nccs1)C1CCCN(S(=O)(=O)c2cccc3cccnc23)C1 (stereo not given)	0	-3.4	-2	1	0	-4.2	·	0	105	14
Cc1ccc(C(=O)O/N=C(\N)c2ccccc2)c(Cl)c1	-1	30	-1	-16	2	-0.7	-7	·	103	0
CCC(=O)Nc1cccc(NC(=O)c2ccccc2Cl)c1	2	-0.9	1	0	-2	-2.3	-2	-5	107	10
O=C(c1ccccc1)c1ccc2nc(-c3ccc(NC(=O)c4ccccc4Br)cc3)[nH]c2c1	0	-0.2	-1	1	2	-1.4	1	-4	99	6
CSCCC(NC(N)=O)C(=O)NCc1ccc(Cl)cc1 (stereo not given)	5	1.9	-1	-2	-8	-0.8	-2	2	103	27
CC(C)(C)N(Cc1ccccc1)C(=O)CN1C(=O)NC2(CCCCCC2)C1=O	-1	0.5	4	0	-4	-1.1	-1	-3	87	29
CC(C(=O)N(C1CC1)C1(C(=O)Nc2ccccc2)CCCC1)N1C(=O)c2ccccc2C1=O (stereo not given)	-2	0.6	0	-3	-1	-1.5	·	-2	103	-2
O=[N+]([O-])c1cccc(S(=O)(=O)Nc2ccc(S(=O)(=O)NCC3CCCO3)cc2)c1 (stereo not given)	2	-1.4	-1	1	1	-2.7	0	-1	112	4
CC1CC(C)CN(S(=O)(=O)c2ccc(C(=O)N(c3ccccn3)C3CCCCC3)cc2)C1 (stereo not given)	-1	0.4	-3	-8	0	-0.8	0	·	97	3
CC(C)=CCN1CCN(Cc2cccnc2)CC1CCO (stereo not given)	·	-0.3	-13	-1	7	-1.3	-2	-3	109	-6
Cc1c(C(=O)Nc2ccc(F)cc2)oc2ccc(S(=O)(=O)N3CCCC3)cc12	1	0.5	-4	-1	-1	-0.7	·	·	98	10
O=C(Nc1ccc(F)cc1)c1ccc(S(=O)(=O)N2CCCC2)cc1	2	-1.2	3	-2	-5	-1.9	-4	-2	·	0
Cn1c(=O)c2c(ncn2Cc2cccc(Cl)c2)n(C)c1=O	6	-0.1	3	-3	4	-2.8	1	-2	105	-6
COC(=O)[C@]1(C)CCC[C@@]2(C)C3CC[C@]4(OC(C)=O)C[C@@]3(CCC21)CC4=NO (stereo not given in full)	-9	1.5	-4	-6	-4	-1.9	·	-2	104	3
COC(=O)C1C(=O)c2c([nH]c(C(=O)OCC3CCCO3)c2C)CC1C (stereo not given)	-1	-4.1	1	1	-11	1.2	·	-1	105	32
Cc1nn(C)cc1C(C(=O)NC1CCCCC1)N(C(=O)c1cnccn1)c1ccc(Oc2ccccc2)cc1 (stereo not given)	4	-1.7	-4	1	-23	-0.6	0	3	104	7
CC(/C=C/c1ccc(Cl)o1)=C\C(=O)O	4	-2.7	5	1	-1	0.5	15	-4	99	36
COc1ccc(C(=O)C2CCCN(C(=O)Cn3nc(C)cc3C)C2)cc1F (stereo not given)	-3	-0.5	-2	-5	-3	-1.9	-2	-2	107	2
COc1cc(/C=C/C(=O)OCC(=O)c2c(N)n(C)c(=O)n(C)c2=O)ccc1O	0	-0.7	-3	-1	1	-3.5	0	-2	89	4
CC1CN(C2CCN(C(=O)c3ccccc3)CC2)CC(C)O1 (stereo not given)	9.3*	0.1	6	-3	-7	-0.5	0	-5	102	4
COc1cc(OC)c(C2SCCN2S(=O)(=O)c2ccc(F)cc2)cc1OC (stereo not given)	4	-1.0	-4	-3	2	0.3	1	-2	90	5
Cc1[nH]n2c(=O)cc(Cc3ccccc3)nc2c1C#N	3	3.3	-4	2	6	0.6	-1	-2	·	8
COCc1cc(C)nc(OCC(=O)N/N=C/c2cccc(OC)c2)c1C#N	3	-3.4	1	-2	-19	-0.7	1	4	86	0
Cc1[nH]c2ccccc2c1C(=O)CSc1nncn1C	-2	-0.6	-2	-1	-19	-1.7	-1	4	106	-1
CCCC1(c2ccccc2)NC(=O)N(C/C=C/Cl)C1=O (stereo not given)	0	-0.3	-4	-1	-3	-0.4	-5	-4	97	-7
CC[C@]12c3[nH]c4ccc(OC)cc4c3CCN1C(=O)C(CC(=O)NCCN1CCOCC1)C[C@@H]2C(=O)N1CCN(C(=O)c2ccco2)CC1 (stereo not given in full)	-4	-0.9	2	-1	-7	-1.7	·	-3	105	5
O=C(Nc1ccon1)C(Sc1ccccc1)c1ccccc1 (stereo not given)	4	1.2	-2	3	-10	-2.9	-2	·	103	1
COc1ccc(C(=O)N(c2ccccc2)C2C=CS(=O)(=O)C2)cc1 (stereo not given)	-1	2.4	-4	3	4	0.0	-1	-2	102	8
Cc1ccc(CN(C(=O)c2ccco2)C(C(=O)NC2CCCC2)c2ccc(N3CCOCC3)cc2)cc1 (stereo not given)	-1	0.9	-4	2	5	-2.1	-2	2	102	20
COCCNC(=O)c1cc2c(=O)[nH]c3ccccc3c2s1	-2	2.8	-2	1	0	-1.0	·	1	97	2
O=S(=O)(/C=C/C=C/S(=O)(=O)c1ccccc1)c1ccccc1	-3	-0.3	-10	-1	-11	0.3	0	-5	89	0
CCC12CN3CC(CC)(CN(C1)C3c1c(O)ccc3ccccc13)C2=O (stereo not given)	-6	0.2	2	-7	-13	-0.5	-5	-3	99	42
Cc1ccc(-c2c[n+](CC(=O)Nc3c(C)cccc3C)c3n2CCC3)cc1	-1	·	·	·	·	·	1	·	102	-2
O=C(NCc1ccncc1)C(=O)NCc1ccco1	3	1.9	-4	1	7	-1.8	-3	-1	110	1
CC(=O)Nc1ccc(NC(=O)N2CCCCC2)cc1	3	-0.5	0	-1	0	0.3	3	-5	111	0
CC(C)(C)NC(=O)CCSc1nnc(-c2ccco2)o1	-2	-2.1	-1	3	-4	16	1	111*	94	-26
COCCOc1cc2ncnc(N3CCC(C(=O)O)CC3)c2cc1OCCOC	-3	0.8	2	0	0	-0.2	-1	164*	113	-5
Cn1ncc(Cl)c1C(=O)Nc1ccc2c(c1)CCC2	2	-0.8	-2	-6	-2	-3.1	-9	-5	106	20
O=C(COc1ccc(S(=O)(=O)NCc2ccccc2)cc1)NCC1CCCO1 (stereo not given)	1	-0.4	2	0	0	-2.3	-9	-4	109	20
COc1ccc(N(CC(=O)NCc2cccnc2)S(=O)(=O)c2ccccc2)c(OC)c1	2	-1.1	4	1	-6	1.1	·	1	·	-4
COc1cccc2c1OCC(C(=O)OCc1cccnc1)=C2	-1	-1.1	-5	-2	-6	-0.5	0	3	103	16
CC1CCN(C(=O)CSc2ccc(-c3cccc([N+](=O)[O-])c3)nn2)CC1	-2	-0.4	-2	0	9	-0.4	3	4	·	11
O=C(COC(=O)/C=C/c1ccc([N+](=O)[O-])cc1)NCC1CCCCC1	5	0.5	0	-1	-3	-1.4	1	1	111	5
CC1CCN(C2(O)C(=O)Nc3ccc([N+](=O)[O-])cc32)CC1 (stereo not given)	-1	-1.0	-3	-3	1	-1.7	2	·	96	10
NS(=O)(=O)c1ccc(CCNC(=O)CSc2ccc(Cl)cc2Cl)cc1	-1	0.7	-2	-18	0	-2.6	3	-8	88	-12
CN(C)[C@@H](CO)c1nnc([C@H](Cc2ccc(O)cc2)NC(=O)C2CCNCC2)o1	3	2.7	-3	-1	-23	0.6	·	-1	100	-2
O=C(NC1CCCCCCC1)c1ccc(S(=O)(=O)N2CCCC2)cc1	7	0.0	-2	-1	7	-0.6	-1	-3	102	-4
CCOC(=O)N1CCN(C(=O)CSCc2ccc(Cl)cc2)CC1	1	-0.9	4	-2	-5	-0.1	0	-2	98	-23
Cc1ccc(C(=O)Nc2c(-c3cccs3)c(=O)c3ccccc3n2C)cc1	-1	1.0	4	-3	-6	0.5	-6	-4	102	-6
Cc1ccc(C2CC(c3cccc(Br)c3)Nc3nnnn32)cc1 (stereo not given)	-1	1.5	-3	2	-4	-2.8	2	-5	104	0
N#Cc1c(NC(=O)c2ccc(Cn3cc(Br)cn3)o2)sc2c1CCCCCC2	-4	-1.3	-2	0	-7	-1.0	-1	·	102	5
Cc1nc2ccccn2c1C(=O)/C=C/c1ccc(F)cc1	-2	-1.9	0	1	-1	-1.9	4	-1	97	22
Cc1ccc(C(=O)COC(=O)c2cccc([N+](=O)[O-])c2)s1	1	0.2	-2	-6	1	1.3	19	-1	109	38
CC(=O)O[C@H](CC(=O)O)C[N+](C)(C)C	-6	-0.2	-3	-2	-4	1.1	·	-3	111	13
Cc1c(C(=O)N2CCOCC2)oc2ccc(S(=O)(=O)N3CCCC3)cc12	-2	0.5	3	2	-1	0.0	·	-3	103	3
Cc1ccc(NC(=O)CN(C)CC(=O)Nc2sc3c(c2C(N)=O)CCC3)cc1	-2	-1.0	-2	-2	-4	-2.1	0	-4	115	-3

Entries of single compounds, quoted from the list. Order of screens: V-ATPase pHluor | C-LANA FP | Keap1 Nrf2 FP | DAGLB inh | Cardiac RTF inh | CAL PDZ FP-1 | NSD2 inh | CAL PDZ FP-2 | Pemphigus Ab inh | Arr AP2 block
Record of O=S(=O)(/C=C/C=C/S(=O)(=O)c1ccccc1)c1ccccc1 : -3 | -0.3 | -10 | -1 | -11 | 0.3 | 0 | -5 | 89 | 0
Record of CC(C)=CCN1CCN(Cc2cccnc2)CC1CCO (stereo not given) : · | -0.3 | -13 | -1 | 7 | -1.3 | -2 | -3 | 109 | -6
Record of CC1CC(C)CN(S(=O)(=O)c2ccc(C(=O)N(c3ccccn3)C3CCCCC3)cc2)C1 (stereo not given) : -1 | 0.4 | -3 | -8 | 0 | -0.8 | 0 | · | 97 | 3
